# From PubChem
# Pol kappa inh: DNA polymerase kappa (human) inhibition; purified Pol kappa, fluorescent DNA synthesis assay, 10 min; Potency, µM (top dose mostly 107 µM), for inactives: top-dose activity, negative = inhibition, usual class: inhibitors; 400,000 compounds, 0.53% hits; AID 588579; also: % is scaled to controls: 0 for no effect and ±100 for the full control effect
# Target sequence (Q9UBT6 whole entry, looked up): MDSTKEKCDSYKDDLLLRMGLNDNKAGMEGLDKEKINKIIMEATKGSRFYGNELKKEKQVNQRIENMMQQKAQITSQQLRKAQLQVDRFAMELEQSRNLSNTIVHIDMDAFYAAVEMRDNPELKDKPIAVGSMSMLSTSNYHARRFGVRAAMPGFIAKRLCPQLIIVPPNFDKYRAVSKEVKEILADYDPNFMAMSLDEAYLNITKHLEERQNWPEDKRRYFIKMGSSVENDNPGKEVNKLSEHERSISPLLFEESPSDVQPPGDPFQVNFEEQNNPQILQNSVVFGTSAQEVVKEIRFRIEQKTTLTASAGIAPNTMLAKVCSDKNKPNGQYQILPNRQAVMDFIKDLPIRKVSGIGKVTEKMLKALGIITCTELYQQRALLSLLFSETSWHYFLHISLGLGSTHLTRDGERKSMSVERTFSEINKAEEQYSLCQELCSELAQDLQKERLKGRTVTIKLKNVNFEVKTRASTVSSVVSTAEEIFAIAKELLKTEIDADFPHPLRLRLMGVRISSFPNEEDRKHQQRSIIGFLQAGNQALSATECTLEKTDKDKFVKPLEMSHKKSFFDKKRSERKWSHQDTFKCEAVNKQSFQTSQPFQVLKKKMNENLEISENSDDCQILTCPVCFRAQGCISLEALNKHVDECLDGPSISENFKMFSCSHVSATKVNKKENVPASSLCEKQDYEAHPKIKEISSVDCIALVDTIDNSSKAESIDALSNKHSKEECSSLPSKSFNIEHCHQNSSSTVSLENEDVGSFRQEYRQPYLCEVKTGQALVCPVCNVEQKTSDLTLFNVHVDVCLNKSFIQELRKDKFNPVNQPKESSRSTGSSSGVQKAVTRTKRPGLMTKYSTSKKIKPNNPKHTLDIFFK
#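 Kinetic fluorescence readout at 0 and 10 min followed reaction start with substrate at 50 nM final. Beforehand, enzyme (10 nM Pol kappa) stood 15 min with compound at room temperature; buffer-only wells were negative controls.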
# G9a inh: inhibitors of human histone lysine methyltransferase G9a; G9a H3K9 monomethylation, AlphaScreen, 2 h; AID 504332; Potency, µM (titrated, usually from 102 µM), without a hit: top-dose activity, negative = inhibition, usual class: inhibitors; Q96KQ7; 350,000 compounds, 8.8% hits; also: % is scaled to controls: 0 for no effect and ±100 for the full control effect; nearly all actives have a fitted effect of over 75% in size
# Target sequence (Q96KQ7 913-1193 limits assumed): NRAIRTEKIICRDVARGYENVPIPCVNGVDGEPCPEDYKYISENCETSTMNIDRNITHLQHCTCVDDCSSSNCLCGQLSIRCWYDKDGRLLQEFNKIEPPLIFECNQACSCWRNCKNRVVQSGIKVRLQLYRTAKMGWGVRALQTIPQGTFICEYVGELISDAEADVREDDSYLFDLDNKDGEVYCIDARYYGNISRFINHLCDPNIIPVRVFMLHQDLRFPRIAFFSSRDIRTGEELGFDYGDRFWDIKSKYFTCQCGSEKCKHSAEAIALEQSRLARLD
#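 Quantitative HTS format: methyltransferase activity on a biotin-tagged H3K9 peptide is measured by AlphaScreen, using a rabbit anti-monomethyl-H3K9 antibody with streptavidin donor and anti-IgG acceptor beads. Final levels are 20 nM enzyme, 500 nM peptide, 20 uM SAM; 2 h RT.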
# APE1 inh: inhibitors of human APE1 endonuclease; P27695; recombinant APE1, TAMRA/BHQ-2 abasic DNA cleavage fluorescence; Potency, µM (highest dose often 65.8 µM), for inactives: at the top dose activity change, negative = inhibition, usual class: inhibitors; 350,000 compounds, 0.35% hits;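 also: plate controls were vehicle for no effect and reference inhibitor for full effect; nearly all actives have a fitted effect of over 55% in size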
#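 Quantitative HTS: incision of a TAMRA/BHQ-2 double-stranded substrate bearing a tetrahydrofuran abasic site by 0.75 nM APE1 raises fluorescence. Substrate 50 nM final, added after 15 min compound preincubation at room temperature; progress as third-minus-first kinetic read difference.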
# Pol beta inh: inhibitors of human DNA polymerase beta. Pol beta primer extension/strand displacement, fluorescence kinetic. Potency, µM (highest dose often 114 µM), for inactives: at the highest dose activity change, negative = inhibition, usual class: inhibitors. 340,000 compounds, 1.3% hits. AID 485314; also: % is scaled to controls: 0 for no effect and ±100 for the full control effect
#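 Human Pol beta at 10 nM; strand-displacement substrate 50 nM final. Compound exposure 15 min at room temperature before start, reaction 10 min at room temperature.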
# Pol iota inh: blocks human DNA polymerase iota activity; Pol iota fluorescent replication assay, 10 min; Potency, µM (doses to about 115 µM), inactives show at the highest dose activity, negative = inhibition, most hits filed as inhibitors; 390,000 compounds, 1% hits
#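 Fluorescent replication assay read twice, at 0 min and 10 min after adding 50 nM (final) substrate. Enzyme (10 nM) and compounds were first incubated 15 min at room temperature; enzyme-free buffer wells were negative controls.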
# BLM helicase inh: inhibitors of human Bloom syndrome helicase BLM | recombinant BLM DNA unwinding, fluorescence dequenching | Potency, µM (doses to about 56.1 µM), for the others: top-dose activity change, negative = inhibition, actives largely listed as inhibitors | 350,000 compounds, 0.2% hits;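 also: plate controls were vehicle for no effect and no enzyme for full effect; nearly all actives have a fitted effect of over 35% in size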
# JMJD2A Tudor inh: blocks the human JMJD2A Tudor domain | O75164 | AlphaScreen JMJD2A-Tudor / H3K4me3 peptide binding | Potency, µM (highest dose often 114 µM), without a hit: at the highest dose activity change, negative = inhibition, actives largely listed as inhibitors | 390,000 compounds, 4.4% hits | AID 504339; also: % is scaled to controls: 0 for no effect and ±100 for the full control effect; nearly all actives have a fitted effect of over 50% in size
# BAZ2B block: blocks human BAZ2B; 360,000 compounds, 4.4% hits; Q9UIF8; AlphaScreen BAZ2B-H3K14Ac peptide displacement; Potency, µM (highest dose often 114 µM), without a hit: at the highest dose activity change, negative = inhibition, hits mostly inhibitors; also: % is scaled to controls: 0 for no effect and ±100 for the full control effect; nearly all actives have a fitted effect of over 60% in size
#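 Compounds, titrated to a top concentration of 110 uM, were incubated 30 min at room temperature with preformed BAZ2B/acetyl-K14 H3 peptide complex (50 nM each). Proximity signal was measured by AlphaScreen after 20 min with beads.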
# Pol eta inh: DNA polymerase eta (human) inhibition | recombinant Pol eta, fluorescent DNA replication assay | Potency, µM (doses to about 114 µM), for the others: at the top dose activity change, negative = inhibition, usual class: inhibitors | 390,000 compounds, 1.2% hits; also: % is scaled to controls: 0 for no effect and ±100 for the full control effect
#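 Pol eta (10 nM) was preincubated with compounds for 15 min at room temperature, after which fluorescent replication substrate (50 nM final) was added to start the reaction. Fluorescence was read kinetically at 0 and 10 min.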
# An asterisk follows results filed as active; ? = inconclusive; / = no result given; & = joins results of further samples; [ ] = dose if it differs, or a comment. Calls follow the shape of the dose curve; as a rule, active = well fitted curve in the direction sought with a large enough effect; inconclusive = small, poorly fitted or top-dose-only effect, or another doubt; inactive = no such curve, though single readings can be large; an effect the other way counts as inactive or inconclusive. Potency is read from the fitted curve at half-maximal effect. These rows are one share of the data; the hit share may differ from the screen's.
Pol beta inh,APE1 inh,Pol eta inh,BAZ2B block,BLM helicase inh,Pol iota inh,G9a inh,Pol kappa inh,JMJD2A Tudor inh,molecule
0%,-3%,7%,8%,-6%,-14%,-2%[59 µM],-10%,-5%,Cc1ccccc1N(CC(=O)NCc1ccncc1)S(C)(=O)=O
/,-4%,-11%,-8%,/,37%[activator],24%[0.501 µM],-1%,-9%,O=C(Nc1ccccc1N1CCCC1)c1cccc(S(=O)(=O)N2CCOCC2)c1
38%,/,/,1%,-3%,38%,4%[59 µM],16%,-4%,CC1CCN(S(=O)(=O)c2ccc3c(c2)CCN3C(=O)Nc2cccc(Br)c2)CC1
-3%,-9%,-23%,2%,-9%,76%[activator],/,-1%,6%,COc1cccc(CN2CCN(S(=O)(=O)c3ccc(Cl)s3)CC2)c1
/,54%[activator],-21%,-1%,/,28%,1%[2.33 µM],-2%,-12%,O=C(O)C1CC(O)CN1S(=O)(=O)c1ccc2ccccc2c1 (stereo not given)
?,-4%,-4%,-39%,-1%,-14%[58.9 µM],-13%,-19%,-20%,O=C(Cc1ccccc1)N1CCC(c2ccccc2)C1 (stereo not given)
39%,-8%,-9%,8%,1%,31%[activator],3%[59 µM],-3%,-14%,O=C(COC(=O)c1cccc(Cl)c1Cl)NCCN1C(=O)CSC1=O
8%,1%,-21%,-6%[57.1 µM],-2%,?,21%,-1%,-36%,C/C(Cn1nc([N+](=O)[O-])cc1C)=N\NC(=O)c1ccc(O)cc1O
6%,/,-15%,-17%,-8%,15%,?,-20%,-15%,Cc1ccc(-c2nnc(C3CCN(S(=O)(=O)c4ccc(C)c(C)c4)CC3)o2)cc1
0%,2%,-10%,2%,0%,93%[activator],/,0%,-11%[57.1 µM],CC(=O)c1ccc(N/C=C\C(=O)c2ccc(C)cc2)cc1
/,1%,-17%,-2%,/,22%,-3%,6%,-4%,CCN(CC(=O)Nc1c(F)cccc1F)C(=O)C1CCC1
8%,1%,-8%,-16%,7%,2%,-29%,5%,22%,Cc1cc(N2CCCC2)nc(-c2ccccc2O)n1

# Full records from above. Order of values: Pol beta inh, APE1 inh, Pol eta inh, BAZ2B block, BLM helicase inh, Pol iota inh, G9a inh, Pol kappa inh, JMJD2A Tudor inh
# `CC1CCN(S(=O)(=O)c2ccc3c(c2)CCN3C(=O)Nc2cccc(Br)c2)CC1` as listed: 38%, /, /, 1%, -3%, 38%, 4%[59 µM], 16%, -4%
# `Cc1ccc(-c2nnc(C3CCN(S(=O)(=O)c4ccc(C)c(C)c4)CC3)o2)cc1` as listed: 6%, /, -15%, -17%, -8%, 15%, ?, -20%, -15%

# More entries follow.
Pol beta inh,APE1 inh,Pol eta inh,BAZ2B block,BLM helicase inh,Pol iota inh,G9a inh,Pol kappa inh,JMJD2A Tudor inh,molecule
23%,-4%,-13%,-4%,-3%,4%,-45%,-9%,-10%,O=C(c1ccc(Cl)s1)N1CCN(c2nc3ccccc3s2)CC1
6%,-4%,-2%,-9%,-5%,2%,-25%,-16%,-31%,Cc1sc(NC(=O)Cc2ccc3c(c2)OCO3)nc1-c1ccc2c(c1)CCN2C(=O)c1ccccc1F
-14%,0%,0%,35µM*,-2%,29%,3.5µM*,0%,10µM*,COc1cc(CNc2ccc(N3CCCC3)cc2)cc(Cl)c1OC
20%,-6%,-14%,12%[57.1 µM],-2%,14%,8%,-3%,-3%[11.4 µM],Cc1noc(N)c1C(=O)Nc1ccc(F)cc1
0%,-1%,-11%,6%,-2%,14%,-11%[59 µM],-14%,-14%,CCCn1nc(C(=O)Nc2cc(C(=O)OC)ccc2C)c2ccccc2c1=O
3%,2%,-7%,3%,-3%,24%,0%,-12%,-22%,O=C(Cn1cncn1)NCCCc1ccccc1
/,/,-6%,/,/,2%,/,16%,-6%,COc1ccccc1C1=CC(=O)CCC1
1%,-9%,-18%,-20%,-2%,68%[activator],1%,-10%,-12%,Cc1cccc(C(=O)NNC(=O)c2ccc(Br)cc2)c1
/,/,-18%,/,/,0%,/,-13%,14%,COc1ccc(C(=O)C2CC2)cc1
-1%,/,-13%,1%,-1%,17%,-1%[59 µM],-16%,-24%,COc1ccc(-c2cn3nc(N4CCC(C(=O)Nc5cc(Cl)ccc5C)CC4)sc3n2)cc1
-24%,3%,-7%,?,2%,122%[activator],45µM*,-7%,1%,CCCCCCCn1c2c(c(=N)c3c1CCC3)CCCC2
5%,-1%,-9%,3%,1%,0%,23%[59 µM],-6%,-21%,COc1ccccc1N(CC(=O)NC1CCCCC1)C(=O)CCC(=O)Nc1ccccn1

# More entries.
Pol beta inh,APE1 inh,Pol eta inh,BAZ2B block,BLM helicase inh,Pol iota inh,G9a inh,Pol kappa inh,JMJD2A Tudor inh,molecule
/,/,-3%,/,/,7%,/,-3%,18%,CC1(c2nnc(-c3ccccc3)o2)CC(c2c(Cl)cccc2Cl)=NO1 (stereo not given)
-2%,3%,0%,-5%,-2%,50%[activator],-14%,-18%,-17%,COc1cc(C(=S)N2CCCC2)ccc1OCC(N)=O
2%,60%[activator],-16%,-3%,2%,-13%,?,11%,-24%,CCc1nn(CCCC(=O)NCc2ccccc2C)c(=O)c2cc3occc3n12
2%,1%,-19%,-1%,-7%,-3%,20%[59 µM],-13%,-23%,COc1cc(/C=N/NC(=O)COc2cccc(F)c2)ccc1OS(=O)(=O)c1ccc(C)cc1
50µM*,/,-5%,-21%,1%,-28%,-38%[59 µM],-7%,-21%,CCCN(C(=O)Cc1c(C(=O)O)[nH]c2ccc(Cl)cc12)c1ccc(OCC)cc1
0%,16%,-10%,-3%,-6%,10%,13%[59 µM],-22%,?,COc1ccc(CNC(=O)c2cc(-c3ccccc3O)n[nH]2)cc1
-11%,4%,-9%,?,-3%,11%,-41%[59 µM],-19%,?,CCOC(=O)c1cnc2ccc(F)cc2c1Nc1ccc2c(c1)OCCO2
6%,-9%,-14%,-5%,2%,12%,-44%[59 µM],-16%,-29%,Cc1cc(C)n2nc(S(=O)(=O)N(C)c3ccccc3)nc2n1
42%,-11%,-10%,/,-1%,-14%,-40%,-12%,-8%,CC(=O)Nc1nc(SCC(=O)NCC2CCCO2)[nH]c(=O)c1NC(=O)c1cccs1 (stereo not given)
0%,2%,-9%,-16%,0%,2%,-43%[59 µM],-7%,-11%,O=C(C1=C[C@H](C2CCCCC2)C[C@H](OCCCCO)O1)N1CCOCC1
/,2%,-22%,-4%,/,25%,-10%[2.33 µM],-20%,-35%,Cc1ccc2c(c1)[C@H]1[C@H](CO2)[C@H](c2ccccc2)[C@]2(C)C(=O)Nc3cc(Cl)ccc3C(=O)N12
-1%,-4%,-9%,5%,-8%,4%,1%[59 µM],-6%,-28%,O=C(c1ccc(-n2cnnn2)cc1)N1CCN(C(c2ccccc2)c2ccccc2)CC1

# Later entries.
Pol beta inh,APE1 inh,Pol eta inh,BAZ2B block,BLM helicase inh,Pol iota inh,G9a inh,Pol kappa inh,JMJD2A Tudor inh,molecule
74%,0%,-7%,8%,-8%,145%[activator],0%,0%,0%,COc1ccc(C(=O)N(Cc2cccs2)C2CCS(=O)(=O)C2)cc1 (stereo not given)
-18%,2%,-3%,50µM*,-2%,11%,?,-16%,3.2µM*,CCOC(=O)C1CCN(Cc2ccc(F)c(Br)c2)CC1
0%,-2%,-17%,-2%,-4%,10%,-37%[59 µM],6%,-17%,Cn1c(=O)[nH]c(=O)c2c1nc(CN1CCN(c3cccc(Cl)c3)CC1)n2Cc1ccccc1Cl
3%,1%,-5%&-3%,-37%,1%,0%&12%,?,-6%&-11%,-21%,CN(C)CCCNCCCNC(=O)c1ccco1
14%,-9%,-16%,-29%,-6%,-6%,?,-9%,-32%,Cc1ccc(C(=O)NCC(=O)OCC(=O)Nc2cc(C)c(C)cc2[N+](=O)[O-])cc1
0%,20%,-8%,5%,0%,-17%,21%,-11%,-4%,COc1ccc(-c2nc(SCC(=O)N3CCCC3)n[nH]2)cc1
1%,9%,-6%,-29%,-6%,22%,-1%,-3%,-8%,O=C(COc1cccc2cccnc12)NNC(=O)Nc1ccccc1
-11%,-15%,-8%,?,-4%,39%[activator],50µM*,-14%,-33%,COc1ccccc1N1CCN(C(=O)c2cc3c(C)nc4ccccc4c3o2)CC1
2%,-5%,-1%,-7%,-7%,38%[activator],2µM*,-18%,3.2µM*,S=C(NNC(=S)NC1CC2C=CC1C2)NC1CC2C=CC1C2 (stereo not given)
2%,/,-15%,77%[activator],-2%,5%,48%[59 µM],5%[60.1 µM],60%[activator],CCC(C)n1c(SCc2ccc(F)cc2Cl)nc2ccsc2c1=O (stereo not given)
1%,44%[activator],-4%,-15%,-4%,21%,17%,3%,-12%,CCOC(=O)c1cc(S(=O)(=O)Nc2cccc(OC)c2)cn1C
?,-1%,-10%,9%,-4%,-2%,-6%,16%,-23%,Cc1cc(=O)oc2cc(OCC(O)CN3CCc4ccccc4C3)ccc12 (stereo not given)
-1%,?,0%,1%,-15%,17%,-38%[0.501 µM],-6%,11%,COC(=O)c1cc(OC)c(OC)cc1NC(=O)CSc1ccccc1
-12%,1%,-6%,-1%,-1%,20%,?,-22%,3%,CCOC(=O)c1c(C)n(C)c2ccc(O)c(CN(CC)CC)c12

# By substructure, those above with fluorine (seven)
Pol beta inh,APE1 inh,Pol eta inh,BAZ2B block,BLM helicase inh,Pol iota inh,G9a inh,Pol kappa inh,JMJD2A Tudor inh,molecule
/,1%,-17%,-2%,/,22%,-3%,6%,-4%,CCN(CC(=O)Nc1c(F)cccc1F)C(=O)C1CCC1
6%,-4%,-2%,-9%,-5%,2%,-25%,-16%,-31%,Cc1sc(NC(=O)Cc2ccc3c(c2)OCO3)nc1-c1ccc2c(c1)CCN2C(=O)c1ccccc1F
20%,-6%,-14%,12%[57.1 µM],-2%,14%,8%,-3%,-3%[11.4 µM],Cc1noc(N)c1C(=O)Nc1ccc(F)cc1
2%,1%,-19%,-1%,-7%,-3%,20%[59 µM],-13%,-23%,COc1cc(/C=N/NC(=O)COc2cccc(F)c2)ccc1OS(=O)(=O)c1ccc(C)cc1
-11%,4%,-9%,?,-3%,11%,-41%[59 µM],-19%,?,CCOC(=O)c1cnc2ccc(F)cc2c1Nc1ccc2c(c1)OCCO2
-18%,2%,-3%,50µM*,-2%,11%,?,-16%,3.2µM*,CCOC(=O)C1CCN(Cc2ccc(F)c(Br)c2)CC1
2%,/,-15%,77%[activator],-2%,5%,48%[59 µM],5%[60.1 µM],60%[activator],CCC(C)n1c(SCc2ccc(F)cc2Cl)nc2ccsc2c1=O (stereo not given)
